# High-throughput results: PubChem BioAssay, Broad Institute
# ERAP1 HTS inh – human ERAP1 aminopeptidase inhibitors, primary screen, biochemical, single point, plate reader. Endoplasmic reticulum aminopeptidase 1 (Homo sapiens), Q9NZ08. inhibition, % at 10.7 µM. recombinant ERAP1, Leu-AMC fluorescence, 60 min. 0.15% of 340,000 active;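 active means mean replicate inhibition of at least 30%, or all replicates individually reaching that 30% level; inactive means mean below 30% and not every replicate reaching it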;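 further: 0% = neutral control wells and 100% = L-leucinethiol positive control wells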
# Xi reactivation – activators of inactive X chromosome reactivation, primary screen, imaging, XiGFP fibroblasts, GFP high-content imaging, set 2; activation, % at 7.58 µM; AID 743238, 2013; 0.055% of 360,000 active; XiGFP mouse fibroblasts, % GFP-positive cells imaging, 3 d; cells co-treated with 5-aza-dC sensitizer; scaled so ellipticine positive control = 100%;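 active means mean normalized replicate activation at least 10% and every replicate at or above 10%; inconclusive means only one of the two criteria met; inactive means mean below 10% and not all replicates reach 10%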;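 further: 0% = median of on-plate neutral control wells and 100% = ellipticine 6 µM median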
#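 System: SV40-immortalized XiGFP fibroblast cells, line 68-5-11 / Incubation: 3-day compound exposure, then 15 min fixation at room temperature / Compound: single concentration per compound, delivered by pin transfer / Buffer or medium: DMEM plus 5-aza-dC sensitizer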
# RAD54 branch – inhibitors of human RAD54 branch migration, primary screen, biochemical, fluorescence, single point; 0.14% of 360,000 active; DNA repair and recombination protein RAD54-like (Homo sapiens), Q92698; inhibition, % at 10.4 µM; RAD54 Holliday junction branch migration, FAM/BHQ fluorescence;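 active means mean normalized replicate activity at least 40 and at least half of replicates scoring 40 or more; inconclusive means only one of the two criteria met; inactive means mean below 40 and under half of replicates reaching 40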;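 further: 0% = median of neutral control wells and 100% = median of positive control wells; inhibitors cause a drop in the FAM fluorescence signal; in these data hits start at about 50%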
# ERp5 block – inhibitors of ERp5-driven insulin aggregation, primary screen, biochemical, turbidity, absorbance 650 nm, single point; Protein disulfide-isomerase A6 (Homo sapiens), Q15084; 90 min; inhibition, % at 9.99 µM; 0.05% of 350,000 active;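 active means mean replicate inhibition above about 25%, with every replicate also reaching it, limit read from the data, passing the limit was not always enough; inconclusive means only one of those two criteria met; inactive means neither criterion met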
# E-selectin induc – E-selectin induction in HUVECs, primary screen, imaging, HUVEC, immunofluorescence imaging, single point; P16581; normalized: neutral wells 0, TNF-alpha wells 100; activation, % at 7.58 µM; 0.37% of 260,000 active; AID 686992, 2013;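 active means mean E-selectin-positive cell signal at least 10% of the positive control, reached in at least 60% of replicates, without over 20% cell loss; inconclusive means no rule given, readout overlaps actives, possibly toxicity-flagged; inactive means the rest, including those meeting only one limit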;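 further: in these data hits start at about 27%; measured in HUVEC primary endothelial cells; signal is the percent of cells scored E-selectin positive by PE staining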
# Target sequence (P16581 whole entry, looked up): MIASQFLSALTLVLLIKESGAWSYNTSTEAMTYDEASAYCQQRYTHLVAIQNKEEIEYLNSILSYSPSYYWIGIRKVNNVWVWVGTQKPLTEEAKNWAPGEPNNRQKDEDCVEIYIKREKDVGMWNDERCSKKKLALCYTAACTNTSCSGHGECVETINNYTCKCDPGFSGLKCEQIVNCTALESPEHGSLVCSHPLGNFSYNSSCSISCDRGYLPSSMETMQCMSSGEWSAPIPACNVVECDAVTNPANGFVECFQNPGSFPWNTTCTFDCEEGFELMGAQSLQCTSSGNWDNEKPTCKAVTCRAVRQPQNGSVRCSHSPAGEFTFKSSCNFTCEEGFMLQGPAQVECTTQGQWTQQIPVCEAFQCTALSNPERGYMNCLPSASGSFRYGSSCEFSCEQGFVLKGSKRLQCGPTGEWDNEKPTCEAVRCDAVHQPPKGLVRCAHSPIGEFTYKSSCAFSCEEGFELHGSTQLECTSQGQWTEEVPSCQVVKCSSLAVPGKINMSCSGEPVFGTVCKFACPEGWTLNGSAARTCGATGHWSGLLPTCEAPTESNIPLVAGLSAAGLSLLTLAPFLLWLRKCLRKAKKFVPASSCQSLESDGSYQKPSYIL
#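 Material: HUVEC primary endothelial cells; Amount: 3,000 cells per well; Dosing: single concentration; Medium: EGM-2 growth medium on 0.1% gelatin-coated wells; Read-out basis: percent E-selectin-positive cells; Signal: immunofluorescence imaging; Control set: TNF-alpha, DMSO.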
# esBAF inh – Bmi1 luciferase reporter increase in mESCs, primary screen, esBAF inhibitor project, mouse ES cells, Bmi1 luciferase knock-in, single point; AID 602393, 2012; 24 h; 100% = twice the neutral-well signal; reporter increase, % at 12.5 µM; 2% of 350,000 active; in the data active means activation above about 40%; inconclusive means no clear call, values can overlap the other calls;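 further: 0% = median of the plate's neutral control wells and 100% = double that signal; a rise in the Bmi1 reporter signal indicates esBAF inhibition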
# S100A4 inh HTS – inhibitors of S100A4-myosin IIA peptide binding, primary screen, biochemical, fluorescence polarization, TAMRA-MyoIIA peptide; inhibition, % at 10.7 µM; 0.14% of 360,000 active; Protein S100-A4 (Homo sapiens), P26447;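 active means mean inhibition of at least 70% across replicates, with every replicate also reaching that level; inconclusive means mean inhibition reaches 70% but some replicates fall short; inactive means mean inhibition below 70%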
#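 incubation = readout 5 min after mixing, signal stable up to 60 min | system = S100A4 monomer protein | buffer or medium = HEPES pH 7.2 with CaCl2, KCl, NaCl, DTT, Triton | benchmarks = neutral control DMSO, positive control TFP | also added = fluorescent myosin IIA peptide, 5 nM | compound dosing = one concentration per compound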
# RAD52 anneal inh – RAD52 DNA annealing inhibitors, primary screen, biochemical, FRET, single point, set 2; inhibition, % at 18.7 µM; 0.46% of 360,000 active; DNA repair protein RAD52 homolog (Homo sapiens), P43351; AID 651710, 2012; recombinant RAD52 DNA annealing, FRET fluorescence;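 active means every replicate showing at least 50% inhibition; inconclusive means mean inhibition at least 50% but not in every replicate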
# Target sequence (P43351 whole entry, looked up): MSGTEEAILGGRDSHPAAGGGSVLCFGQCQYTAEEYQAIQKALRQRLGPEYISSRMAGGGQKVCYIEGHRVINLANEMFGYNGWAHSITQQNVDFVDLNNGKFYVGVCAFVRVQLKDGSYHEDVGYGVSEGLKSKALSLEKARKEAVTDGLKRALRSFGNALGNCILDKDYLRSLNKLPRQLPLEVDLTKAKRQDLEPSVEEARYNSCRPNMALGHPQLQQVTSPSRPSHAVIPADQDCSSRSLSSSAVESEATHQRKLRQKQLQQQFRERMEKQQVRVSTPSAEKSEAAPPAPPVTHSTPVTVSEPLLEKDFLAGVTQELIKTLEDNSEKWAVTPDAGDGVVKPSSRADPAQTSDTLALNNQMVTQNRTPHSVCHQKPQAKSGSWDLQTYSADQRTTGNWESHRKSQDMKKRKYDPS
# * = called active by the depositor; ? = inconclusive; nt = no result given; & = joins results of further samples. Rows were taken by chance. About 2.5% of those tested had a hit in this group.
SMILES,ERAP1 HTS inh,Xi reactivation,RAD54 branch,ERp5 block,E-selectin induc,esBAF inh,S100A4 inh HTS,RAD52 anneal inh
COCC(=O)N(C)C[C@H]1Oc2ncc(C#Cc3ccncc3)cc2C(=O)N([C@@H](C)CO)C[C@@H]1C,2,0.2,-3,-3,nt,1,38,-23
O=C(Nc1ccccc1)NC1(c2cn(CC(=O)N3CCN(c4ccccc4)CC3)nn2)CCCCC1,-2,nt,-8,-1,nt,nt,7,8
Cc1noc(C)c1S(=O)(=O)N(C)C[C@H]1Oc2c(NC(=O)NC(C)C)cccc2C(=O)N([C@H](C)CO)C[C@@H]1C,0,1.2,7,-5,?,0,-1,-6
Cc1ccc(S(=O)(=O)N(C)C[C@H]2Oc3ccc(NC(=O)Cn4cnnn4)cc3CC(=O)N([C@H](C)CO)C[C@H]2C)cc1,3,0.4,-8,-19,0.1,-5,-4,-5
COc1cnc(-c2ccccn2)nc1Oc1ccc(F)cc1F,-1,0.3,nt,12,nt,nt,1,-30
CC(C)(C)N=C1NC(=NC(C)(C)C)c2ccccc21,-7,nt,2,-6,nt,1,-2,-12
CCC(=O)N1[C@H](CO)[C@@H](c2ccc(-c3ccccc3)cc2)[C@H]1CNC(=O)COC,nt,-0.1,-1,nt,0.0,0,nt,nt
CC1CCN(C(=O)CSc2nc(N)c(NC(=O)c3ccccc3)c(=O)[nH]2)CC1,1,0.1,0,-1,-0.2,-2,1,-3
COc1ccc2cc(OCC(=O)NNC(=O)Nc3ccc(C(C)=O)cc3)ccc2c1,4,0.0,3,-11,0.1,14,1,-15
COCC(=O)N1CC(=O)N2[C@H](CO)[C@@H](c3ccc(C#Cc4cccnc4)cc3)[C@H]2C1,-2,0.1,nt,-5,1.1,nt,-7,-12
C[C@@H]1CCCCO[C@H](CN(C)S(=O)(=O)c2ccccc2)[C@H](C)CN([C@@H](C)CO)C(=O)c2cc(NC(=O)Cc3ccccc3)ccc2O1,-1,0.0,2,8,nt,6,-6,-11
C[C@H](CO)N1C[C@H](C)[C@@H](CN(C)C(=O)NC2CCCCC2)Oc2c(NC(=O)NC3CCCCC3)cccc2C1=O,-3,-0.1,-3,-8,0.1,3,11,5
CCOc1cccc(/C=C/c2ccc3cccc(O)c3n2)c1OC,-3,1.5,7,3,0.3,34,15,-4
CCOC(=O)N1CCN(C(=O)C2CCN(C(=O)c3cc4sccc4n3CC)CC2)CC1,5,-0.1,1,-6,4.0,-5,-3,3
CCCCNc1c(-c2cccc(Sc3ccc(OC)cc3)c2)nc2ccccn12,-3,0.5,5,2,0.0,17,0,-4
CCCc1ccc(C(C)NC(=S)NC2CCCCC2)cc1 (centres undefined),4,-0.1,-18,2,-0.1,-6,-1,-10
COCCNC(=O)C[C@H]1C[C@H]2c3cc(NC(=O)c4cccnc4)ccc3O[C@H]2[C@@H](CO)O1,-3,0.1,7,16,-0.2,-1,-4,-9
CC1(C)C(=O)Nc2ccccc2N1C(=O)COC(=O)c1cc([N+](=O)[O-])ccc1N,10,0.1,nt,1,3.5,nt,-3,-1
COc1ccccc1NC(=O)N1CC[C@@H]2[C@H]1c1cc(-c3ccccc3)ccc1N(C)[C@@H]2CO,2,0.0,17,0,0.2,-3,-2,52*
COc1ccccc1CNc1nc2cc(-c3ccc(OC)c(OC)c3)sc2c(=O)n1C,7,0.1,1,5,-0.2,12,19,12
Cc1cc(C)c(C(=O)OCC(=O)NCc2cccs2)c(C)c1,-1,0.0,nt,-1,nt,nt,11,-9
Cc1cc[n+](CC[n+]2ccc(C)cc2)cc1,0,0.1,-2,0,nt,1,2,-28
CCN(CC)CCn1c2c(c(SCC(=O)Nc3nccs3)nc1=O)CCCC2,-4,-0.1,nt,1,0.5,8,-3,-10
CC(=O)Nc1ccc(C(F)(F)F)cc1Cl,1,0.0,-8,4,0.0,-6,-1,-10
N#CCCN(C(=O)COC(=O)CCNS(=O)(=O)c1ccccc1)c1ccccc1,6,0.0,-2,5,nt,10,0,-7

# More results
SMILES,ERAP1 HTS inh,Xi reactivation,RAD54 branch,ERp5 block,E-selectin induc,esBAF inh,S100A4 inh HTS,RAD52 anneal inh
CC1CCC(C(C)C)C(OC(=O)Cn2c(-c3ccccc3)[n+](C)c3ccccc32)C1 (centres undefined),6&4,0.0&0.7,27&8,4&-2,-2.7&-1.7,nt,0&-3,36&41
O=C(O)c1ccc(Cn2cnc3sc4c(c3c2=O)CCCC4)cc1,-23,0.0,-14,-6,0.1,5,0,-14
COCC(=O)N=Nc1c(O)[nH]c2ccccc12,1,0.1,1,1,0.2,-9,7,-18
CCCCCCC(C)n1[nH]c(=O)c2c(C)cc(=O)[nH]c21 (centres undefined),3,nt,-7,6,nt,nt,-1,-4
CCn1ccnc1C(O)c1cccc2ccccc12 (centres undefined),0,0.2,5,1,0.0,-1,1,-10
C[C@H](CO)N1C[C@H](C)[C@@H](CN(C)C(=O)Nc2cccc3ccccc23)Oc2ccc(N(C)C)cc2CC1=O,1,-0.8,5,2,-14,-1,1,-3
O=C(COc1ccccc1C(=O)NCC1CCCO1)Nc1ccc(Cl)cc1Cl (centres undefined),-3,-0.1,4,6,-0.1,1,-2,-5
N#C/C(=C\c1cccnc1)C(=O)Nc1ccc(O)cc1F,2,0.0,-14,-5,nt,0,-16,-23
CCCCCC(O)CCC(=O)NNC1=CC(=O)CC(C)(C)C1 (centres undefined),-2,0.0,nt,3,nt,nt,2,-15
CCCS(=O)(=O)Nc1ccc2cn[nH]c2c1,-1,0.2,14,4,0.2,-5,-1,-1
CCC(=O)N1CC2(C1)[C@H](c1ccccc1)[C@H](CO)N2CCC(F)(F)F,0,0.4,nt,3,0.0,nt,-14,9
Cc1ccc(S(=O)(=O)N2CCC(C(=O)NNC(=O)c3ccc(F)cc3)CC2)cc1,-4,0.0,nt,-9,nt,nt,-4,-19
COc1cccc(S(=O)(=O)N[C@@H]2CC[C@H](CCn3cc(-c4ccc(F)cc4)nn3)O[C@@H]2CO)c1,3,-0.2,7,-9,-0.6,-12,2,11
COCC(=O)N1[C@@H](C#N)[C@H](c2ccc(C#CCC3CCCC3)cc2)[C@@H]1CO,1,-0.1,1,0,0.0,5,5,2
Cc1ccc(Nc2c(-c3ccc(C)o3)nc3ncccn23)cc1,nt,nt,nt,4,-0.5,37,7,-17
COc1ccc(N(CC(=O)NC2CCCCC2)C(=O)CCC(=O)Nc2nc(C)cs2)cc1OC,2,0.0,-3,-3,nt,0,-6,-18
O=C(CNS(=O)(=O)c1ccccc1F)NNC(=O)c1ccc(Br)cc1,-4,0.0,nt,-6,0.7,nt,-3,-23
CC(=O)N1CCc2cc(S(=O)(=O)NCC(=O)NCc3ccccc3Cl)ccc21,1,0.0,-5,3,nt,2,2,-14
COc1ccc(CN(C)C[C@H]2Oc3ccc(NS(=O)(=O)c4cccs4)cc3C(=O)N([C@@H](C)CO)C[C@H]2C)cc1,0,-0.4,nt,9,-7.3,-3,16,4
CCOC(=O)C1=C(COC(=O)CCc2ccccc2)NC(=O)NC1C (centres undefined),1,0.1,-5,-5,3.0,-5,-1,-6
Cc1ccc2c(CN3CCCCC3)cc(=O)oc2c1C,0,0.0,9,10,nt,19,-5,-10
c1ccc2c3c([nH]c2c1)CCNC3,3,0.0,30,1,nt,2,3,-1
O=C1CC(SCc2nc3ccccc3[nH]2)C(=O)N1c1cccc(F)c1 (centres undefined),-2,nt,5,1,nt,-5,2,-31
S=C(NCc1ccccc1)NC1CCCc2ccccc21 (centres undefined),-1,0.1,nt,2,nt,nt,-4,-9
COc1ccc(N2CCN(CC(=O)Nc3cccc(S(=O)(=O)N4CCOCC4)c3)CC2)cc1,1,0.0,-8,-2,nt,4,0,-14

# One compound at a time (already shown). Order of screens: ERAP1 HTS inh, Xi reactivation, RAD54 branch, ERp5 block, E-selectin induc, esBAF inh, S100A4 inh HTS, RAD52 anneal inh
# Profile of Cc1ccc2c(CN3CCCCC3)cc(=O)oc2c1C → 0, 0.0, 9, 10, nt, 19, -5, -10
# Profile of CCCCCC(O)CCC(=O)NNC1=CC(=O)CC(C)(C)C1 (centres undefined) → -2, 0.0, nt, 3, nt, nt, 2, -15

# More entries.
SMILES,ERAP1 HTS inh,Xi reactivation,RAD54 branch,ERp5 block,E-selectin induc,esBAF inh,S100A4 inh HTS,RAD52 anneal inh
Cc1cc(NC(=O)CCC(=O)N(c2ccc(F)cc2)C(C(=O)NC2CCCC2)c2ccc(C)o2)no1 (centres undefined),-1,0.6,1,2,nt,2,-2,0
S=C(NCCc1ccccc1)Nc1c(Cl)cccc1Cl,-1,0.0,nt,1,0.3,7,1,-10
N#Cc1c(NC(=O)c2cc(C3CC3)on2)sc2c1CCC2,2,0.0,2,11,3.0,19,1,-15
OC[C@H]1OC(O)[C@H](O)[C@@H](O)[C@H]1O (some centres undefined),1,-0.3,-6,-1,0.7,-8,-1,1
O=C(c1cnccn1)N1C[C@H]2[C@@H](c3ccccc31)[C@@H](CO)N2Cc1ccccc1Cl,1,0.4,1,-5,-0.1,-1,6,0
O=C(Nc1ccc(OC(F)(F)F)cc1)c1cnc2n(c1=O)CCS2,-1,0.2,-8,-7,0.3,48*,7,-48
CC(=O)OCC(=O)[C@@]12OC(C)(C)O[C@@H]1CC1C3C[C@H](F)C4=CC(=O)C=CC4(C)[C@@]3(F)C(O)CC12C (some centres undefined),-4,0.0,-1,-6,-2.3,-1,0,2
C[C@@H]1CN([C@@H](C)CO)C(=O)Cc2cc(NC(=O)C3CC3)ccc2O[C@H]1CN(C)C,-1,0.0,1,-6,0.1,4,13,3
C[C@@H]1CN([C@@H](C)CO)C(=O)c2cc(-c3cccc(F)c3)cnc2O[C@@H]1CN(C)Cc1cccnc1,-2,-0.5,1,-2,-0.5,1,-17,-7
C[C@H](CO)N1C[C@H](C)[C@H](CN(C)Cc2ccc3c(c2)OCO3)Oc2ccc(NS(=O)(=O)c3cccs3)cc2CC1=O,0,0.1,6,-5,-1.5,-2,8,-3
Nc1cc(N2CCCCCC2)c2nonc2c1[N+](=O)[O-],1,0.0,4,2,-0.2,0,3,-11
CSc1nnc(CCNS(=O)(=O)c2ccc(Br)cc2)n1C,-2,0.4,10,0,nt,1,0,-11
COc1ccc(NC(=O)N(C)C[C@@H]2Oc3ccc(NC(=O)CCN4CCOCC4)cc3C(=O)N([C@@H](C)CO)C[C@@H]2C)cc1,2,0.1,2,1,-0.1,1,1,5
C[C@H](CO)N1C[C@H](C)[C@H](CN(C)Cc2cccc(C(F)(F)F)c2)OCc2ccccc2-c2c(n(C)c3ccccc23)C1=O,-3&-2,0.0&0.1,2,5&0,0.1,0,-3&20,-10&4
